DTT redox prof = compounds producing H2O2 with reducing agent – biochemical, NIH compound library profiling, artefact control for MLSCN library redox annotation, primary screen | DTT-dependent redox cycling H2O2, phenol red/HRP absorbance; 100% = 100 µM peroxide control, 0% = buffer | activation, % at 10 µM | actives 0.03% (n = 200,000) | AID 878;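 active means activation of at least 50% relative to the plate's high and low controls in the primary single-dose screen; inactive means activation below 50%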;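 further: compound incubated with DTT at 0.8 mM final as the reducing agent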
STAT3 blocker = reduces IL-6 driven STAT3 reporter signal; U3A cells, IL-6 STAT3-luciferase reporter, luminescence; host cell line lacks STAT1; inhibition, % at 5.5 µM; actives 0.89% (n = 190,000);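 active means inhibition above the mean inhibition across all screened compounds plus 3 SD, cut at about 44% in these data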;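 further: 0% = DMSO only wells and 100% = 100 µM nifuroxazide control wells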
TLR4-MyD88 BLA = blocks binding of human TLR4 to MyD88; O00206+Q99836; HeLa CL3-4 TLR4/MyD88 BLA complementation, FRET ratio; inhibition, % at 8.4 µM; actives 0.18% (n = 200,000); in the data active means inhibition above about 25%;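 further: 0% = vehicle and 100% = reference inhibitor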
Target sequence (O00206 whole entry, looked up): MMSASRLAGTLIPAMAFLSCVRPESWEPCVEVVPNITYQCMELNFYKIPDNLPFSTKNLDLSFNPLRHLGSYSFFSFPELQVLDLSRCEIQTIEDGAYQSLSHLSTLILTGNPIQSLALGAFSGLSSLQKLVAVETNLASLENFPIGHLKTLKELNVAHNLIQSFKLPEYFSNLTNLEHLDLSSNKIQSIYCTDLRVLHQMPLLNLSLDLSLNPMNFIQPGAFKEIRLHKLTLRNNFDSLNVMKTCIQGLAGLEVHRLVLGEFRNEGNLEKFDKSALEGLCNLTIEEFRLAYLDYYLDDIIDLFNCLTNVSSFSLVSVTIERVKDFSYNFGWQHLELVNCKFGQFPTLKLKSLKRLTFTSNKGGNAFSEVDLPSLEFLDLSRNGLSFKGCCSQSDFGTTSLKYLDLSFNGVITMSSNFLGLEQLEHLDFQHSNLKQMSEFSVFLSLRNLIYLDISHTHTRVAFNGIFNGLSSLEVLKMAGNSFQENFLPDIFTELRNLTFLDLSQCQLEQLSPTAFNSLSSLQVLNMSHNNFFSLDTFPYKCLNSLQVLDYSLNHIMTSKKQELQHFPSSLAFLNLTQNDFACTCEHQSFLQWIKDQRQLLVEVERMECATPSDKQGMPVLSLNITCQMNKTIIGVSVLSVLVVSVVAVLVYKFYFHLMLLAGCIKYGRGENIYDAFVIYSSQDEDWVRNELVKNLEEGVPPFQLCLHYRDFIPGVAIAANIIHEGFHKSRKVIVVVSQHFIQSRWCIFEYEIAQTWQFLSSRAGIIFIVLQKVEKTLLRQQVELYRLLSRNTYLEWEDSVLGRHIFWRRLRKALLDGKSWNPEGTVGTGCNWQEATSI
Target sequence (Q99836 whole entry, looked up): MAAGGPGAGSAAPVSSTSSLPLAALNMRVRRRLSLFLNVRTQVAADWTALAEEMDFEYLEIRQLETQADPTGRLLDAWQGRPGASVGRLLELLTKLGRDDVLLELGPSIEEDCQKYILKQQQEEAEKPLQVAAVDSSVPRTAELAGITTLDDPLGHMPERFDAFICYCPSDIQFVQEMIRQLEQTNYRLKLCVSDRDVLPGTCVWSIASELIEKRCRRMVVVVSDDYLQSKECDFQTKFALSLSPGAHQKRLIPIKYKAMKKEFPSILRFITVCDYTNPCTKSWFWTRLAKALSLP
APP 5'UTR act = activates APP 5'UTR luciferase reporter; SH-SY5Y APP 5'UTR luciferase reporter, luminescence; zero percent = DMSO vehicle wells; activation, % at 2 µM; actives 1% (n = 190,000);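 active means activation above a set limit, based on mean plus 3 SD of controls, cut at about 140% in these data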; further: values of inactives mirror those of a sister screen read the other way
Hsp70 activator = transcriptional activators of Hsp70; AID 1203; HeLa Hsp70 promoter luciferase reporter, luminescence; scaled: vehicle 0, proteasome-inhibitor control 100%; actives 0.04% (n = 200,000); activation, % at 10 µM;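 active means activation above the mean across all tested compounds plus 3 SD, cutoff set per campaign, cut at about 5.5% in these data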;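 further: 100% = MG132 at 30 µM as the positive control and 0% = DMSO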
HMGR II inh = blocks class II HMG-CoA reductase of Enterococcus faecalis. purified E. faecalis HMGR, NADPH absorbance 340 nm kinetic. inhibition, % at 10 µM. actives 0.41% (n = 190,000);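 active means inhibition above a set limit, the median over all tested compounds plus 3 SD, cut at about 9.5% in these data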;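 further: enzyme runs in reverse so mevalonate oxidation gives rising NADPH absorbance; 0% = complete reaction with DMSO and 100% = background rate lacking mevalonate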
STAT1 activator = increases IFN-gamma driven STAT1 reporter signal; NIH 3T3 STAT1-luciferase reporter, luminescence; 100% = IFN-gamma alone, no compound; activation (% of control), % at 5.5 µM; actives 2.6% (n = 200,000);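 active means activation above the screen-wide mean activation plus 3 SD, cut at about 130% in these data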;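 further: raw ratio to IFN-gamma control signal so 100% means no change and 0% no light; values of inactives mirror those of a sister screen read the other way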
NF-kB expr up = NF-kB expression increase, human neuronal cells. NF-kB reporter expression; stronger effect = higher value. actives 1.6% (n = 190,000). fold change at 12.5 µM. AID 1239; in the data active means fold change above about 3.3
STAT3 activator = increases IL-6 driven STAT3 reporter signal. actives 0.91% (n = 190,000). U3A cells, IL-6 STAT3-luciferase reporter, luminescence; 100% = signal with IL-6 EC80 alone. activation (% of control), % at 5.6 µM;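 active means activation above the screen-wide mean of compound activation plus 3 SD, cut at about 130% in these data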;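 further: 0% = background luminescence of wells with medium and substrate only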
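Material: human STAT1-deficient U3A cells with stable STAT3-luciferase reporter / Probe or stimulus: IL-6 stimulus at 33 ng/mL final / Schedule: 1 h compound pre-exposure, 6 h IL-6 stimulation, 37 °C / Technique: luminescence / Read-out basis: percent of IL-6-only median luminescence / Control set: IL-6-only high control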
STAT1 inh = inhibitors of IFN-gamma induced STAT1 signaling; NIH 3T3 STAT1-luciferase reporter, luminescence; inhibition, % at 5.5 µM; actives 0.35% (n = 200,000);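 active means inhibition above a set limit, the mean inhibition across all tested compounds plus 3 SD, cut at about 34% in these data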;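 further: 0% = IFN-gamma with DMSO and 100% = IFN-gamma with 300 µM nifuroxazide; values of inactives mirror those of a sister screen read the other way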
Active calls of the source: *; . = no result given. The order is random; any-hit rate near 5.6%.

The line under a structure holds: DTT redox prof	STAT3 blocker	TLR4-MyD88 BLA	APP 5'UTR act	Hsp70 activator	HMGR II inh	STAT1 activator	NF-kB expr up	STAT3 activator	STAT1 inh
COc1cc(CC(=O)Nc2nccs2)cc(OC)c1OC
  -0.5	8	-5	7	-0.3	5	99	1.2	96	-1
COCCCn1c(=S)[nH]c2c(sc3ccccc32)c1=O
  -0.3	17	11	-6	-0.1	-6	103	1.7	91	-6
CN(C)S(=O)(=O)N1CCN(CC(O)COc2ccc(C(=O)c3ccccc3)cc2)CC1 (configuration not stated)
  -3.2	23	-11	-5	-0.4	-4	89	0.78	84	12
CC(C)CCn1cnc2c(cnn2-c2ccc(Cl)cc2)c1=O
  0.1	3	3	3	-0.4	2	103	1.1	101	-4
COc1ccc(CCNC(=O)Cn2nc([N+](=O)[O-])c(Br)c2C)cc1OC
  -0.8	-7	-11	31	-0.5	-1	97	1.2	105	3
COc1ccc(C)cc1N(CC(=O)N/N=C/c1ccc2c(c1)OCO2)S(C)(=O)=O
  -0.7	1	-2	-9	-0.1	-3	97	0.86	101	2
O=C(Cc1ccccc1)NCCn1ccc2ccccc21
  0.1	-3	-5	10	-0.1	2	101	1.4	101	-4
Cc1cc(O)c(C(C)C)cc1NC(=O)c1ccccc1Cl
  0.3	4	-9	-45	-0.2	-1	102	1.3	95	-3
Cc1cc(-c2ccccc2)c2c3c(cn2n1)c(=O)n(C)c(=O)n3C
  2.6	6	-4	5	-0.2	2	103	1.3	94	-3
COc1c(C(=O)Nc2ccc(Cc3ccncc3)cc2)ccc2ccccc12
  0.1	21	-15	-10	0.0	0	100	0.87	86	0
O=[N+]([O-])c1cccc(/C=N/NC2=NS(=O)(=O)c3ccccc32)c1
  -0.2	-1	-2	-3	-0.4	-5	97	1.1	103	3
CCOC(=O)N1C2C=C(C)[C@@H]2[C@@H]2CC(=O)N21 (some centres not stated)
  -0.4	2	5	7	0.2	-4	101	1.6	97	-1
CCOC(=O)c1c(C)[nH]c(C(=O)Cn2nnc(-c3ccccc3)n2)c1C
  -0.1	-6	-4	-8	-0.4	-3	100	1.2	111	1
Cc1cccc(-c2noc(CN(C(=O)C(c3ccccc3)c3ccccc3)C(C)C)n2)c1
  -2.7	0	10	15	-0.5	0	101	0.85	104	-1
Cc1ccnc(NC(=O)COc2c(C)cc(C)cc2[N+](=O)[O-])c1
  -0.2	0	-1	-21	-0.1	-1	103	0.99	101	-4
O=C(N/C=C\c1ccccc1)NCc1ccc(Cl)cc1
  1.9	13	-2	-2	-0.3	0	95	0.88	90	6
O=C(NC(=S)Nc1ccccc1N1CCCC1)c1cccc(F)c1
  -2.0	-57	-10	-1	0.0	0	93	1.2	152*	6
Clc1ccc(CSc2nccn2Cc2ccccc2)cc1
  2.9	15	-18	9	-0.5	.	101	1.3	92	-1
Cc1ccc(S(=O)(=O)N(C)c2cc(S(N)(=O)=O)c(C)cc2C)cc1
  0.5	-4	6	-3	0.0	2	94	1.1	107	4
O=C(N/N=C/c1ccc(Sc2ccccn2)o1)c1cc2ccccc2cc1O
  0.5	8	7	13	-0.4	-6	100	1.2	101	2
Cc1ccc(NC(=O)COC(=O)[C@H](C)N2C(=O)C3CC=CCC3C2=O)cc1S(=O)(=O)N(C)C (some centres not stated)
  -0.6	1	0	15	-0.3	-8	99	1.4	100	1
COc1ccccc1-n1c(SCC(N)=O)nnc1-c1ccc(S(=O)(=O)N2CCCCC2)cc1
  0.1	-7	-9	-28	-0.1	3	98	0.98	106	2
Cc1ccc(C)c(N2CCN(C(=O)c3ccc(NS(=O)(=O)c4c(C)noc4C)cc3)CC2)c1
  1.5	7	-13	17	-0.1	3	109	0.84	103	-10
COc1ccc(C2CC(c3c(O)cc(C)oc3=O)=NCCS2)c(OC)c1 (configuration not stated)
  -0.6	-66	10	-93	-0.1	-5	136*	5.8*	164*	-38
COc1ccc(OCCC(=O)NCCN2CCOCC2)cc1
  -0.9	4	7	8	-0.1	-4	99	1.1	101	0
COc1ccc(CNn2c(C)nc3ccccc3c2=O)cc1
  2.0	11	-1	27	0.0	0	112	0.87	93	-13
O=C(c1cnn2cccnc12)N1CCN(c2ccccc2)CC1
  2.7	-11	-16	13	0.0	-3	109	1.5	113	-9
OCCSc1nc(-c2cccnc2)nc2ccccc12
  0.2	11	2	-8	-0.1	-4	107	0.7	94	-8
Cc1cc(NC(=O)CSc2nc(C(C)(C)C)nc3ccccc23)no1
  -2.3	4	3	-49	0.1	-7	81	1.1	102	19
Cc1ccccc1OCCCn1c(=O)sc2ccccc21
  1.7	14	4	70	0.3	-1	131*	2.2	91	-33

Whole records, quoted from the list. Order of values: DTT redox prof, STAT3 blocker, TLR4-MyD88 BLA, APP 5'UTR act, Hsp70 activator, HMGR II inh, STAT1 activator, NF-kB expr up, STAT3 activator, STAT1 inh
`COc1ccc(CNn2c(C)nc3ccccc3c2=O)cc1` is listed as 2.0, 11, -1, 27, 0.0, 0, 112, 0.87, 93, -13
`COc1ccccc1-n1c(SCC(N)=O)nnc1-c1ccc(S(=O)(=O)N2CCCCC2)cc1` is listed as 0.1, -7, -9, -28, -0.1, 3, 98, 0.98, 106, 2

Following part
The line under a structure holds: DTT redox prof	STAT3 blocker	TLR4-MyD88 BLA	APP 5'UTR act	Hsp70 activator	HMGR II inh	STAT1 activator	NF-kB expr up	STAT3 activator	STAT1 inh
N#C/C(C(=O)N1CCOCC1)=C1/SC(Cc2ccc(F)cc2)C(=O)N1c1ccccc1 (configuration not stated)
  0.0	-5	-15	-57	-0.5	1	107	1.2	107	-8
O=C(NC1CCCCCC1)c1cc2n(n1)C(C(F)(F)F)CC(c1ccco1)N2 (configuration not stated)
  -0.2	8	-11	7	-0.2	5	100	1	95	0
CN=C1CC(C)(C)CC(=O)/C1=C(/O)CCC(=O)NC
  2.3	2	3	16	0.5	1	93	0.98	102	7
O=c1sc(Nc2ccccc2)nc2ccsc12
  0.0	-33	0	66	0.0	1	137*	2.5	127	-38
COC(=O)c1cc2c(s1)-c1ccccc1OC2
  -1.4	.	.	-4	.	-10	.	1.5	.	.
CC(C)(Cc1ccc(O)cc1)NC(=O)CC(=O)N=Nc1c(O)[nH]c2cc(Br)ccc12
  -0.5	-1	-2	14	0.2	-3	99	1.3	102	0
CCC(C)OC(=O)n1ccc(C(=O)Nc2nccs2)n1 (configuration not stated)
  -0.1	-2	13	7	0.1	-3	114	1.5	105	-15
CCC(CC)NC(=O)COC(=O)CCC(=O)c1cccs1
  0.7	-10	-7	5	-0.5	-5	97	0.99	104	4
CCn1c(SCC(=O)C(C)(C)C)nnc1-c1ccccn1
  2.5	2	-20	17	-0.3	-3	109	1	101	-9
Cc1cc(-c2n[nH]c(=S)n2-c2ccccc2C)cs1
  -0.2	6	2	30	1.2	-5	92	1.2	96	8
Cc1ccc(-n2c(=O)cc(N3CC(C)CC(C)C3)[nH]c2=O)cc1 (configuration not stated)
  0.2	6	1	2	0.1	-10	93	1.1	99	8
COc1ccc(S(=O)(=O)NCc2ccc(C(=O)O)cc2)cc1
  0.6	4	-7	2	-0.3	6	102	1.1	98	-2
CCN=c1scc(C)n1/N=C/c1ccsc1
  -0.6	6	-9	97	0.5	-1	150*	3.6*	95	-55
COc1ccc(-c2[nH]ncc2/C=N/NC(=O)c2cc(Br)ccc2O)c(OC)c1
  -0.5	-2	-6	.	-0.3	0	96	1	102	5
Cc1ccc2nc(-c3ccccn3)cc(C(=O)Nc3ccc4c(c3)OCO4)c2c1
  4.1	-5	1	-3	-0.1	-6	96	1	105	2
COc1ccccc1N1CCN(C(=O)/C=C/c2cccs2)CC1
  0.1	10	-22	-6	-0.3	-1	100	1.3	94	0
O=C(C[n+]1cc2ccccc2c2ccccc21)c1ccccc1
  0.3	7	1	1	-0.1	4	93	0.79	92	7
CCc1cccc2c(=O)c(C(=O)NCCN3CCOCC3)c[nH]c12
  -0.2	4	3	14	-0.3	-1	103	1.1	101	-3
C/C(=N\OC(=O)c1ccccc1)c1c(C)nc2cc(C)ccn12
  -0.3	16	9	3	0.2	1	100	1.1	93	-1
COc1ccc(C(=O)CC(Nc2ccc([N+](=O)[O-])cc2)c2ccc(Cl)cc2)cc1 (configuration not stated)
  3.6	2	-7	1	-0.3	-2	113	1.3	107	-14
COc1cc2c(cc1NC(=O)CSc1nc3cc(Cl)ccc3s1)oc1ccccc12
  1.2	16	6	26	-0.1	-2	91	0.94	88	11
COc1ccc(CCC(=O)N2CCc3ccccc32)cc1
  0.6	20	7	37	0.9	1	133*	2.2	84	-36
COc1ccc(C(c2sc3nc(C)nn3c2O)N2CCN(Cc3ccccc3)CC2)cc1OC (configuration not stated)
  0.2	-3	-7	-7	-0.2	-5	94	1	102	4
CCc1ccc(N=c2c([N+](=O)[O-])nn(-c3ccccc3)n2O)cc1
  2.9	12	-4	2	-0.2	3	99	1.4	90	1
O=C(Nc1ccc(S(=O)(=O)N2CCCCC2)cc1)c1cnccn1
  2.9	12	10	5	-0.2	-4	99	1	95	2
O=C(Nc1ncc(Br)s1)C1CCCN1S(=O)(=O)c1cccc2cccnc12 (configuration not stated)
  -0.1	9	-2	-12	-0.2	-3	92	0.94	93	10
Cc1cccc(OCC(=O)N2CCN(C(=O)Cc3ccccc3)CC2)c1
  -1.2	13	-11	-8	-0.3	-1	101	0.92	94	-1
COc1cccc(-n2nnc3c(=O)n(CC(=O)NC4CCCC4)cnc32)c1
  0.0	5	1	-4	0.1	-5	96	1	99	5
CC(C)(C)n1nc2c(c1NC(=O)COc1ccc3ccccc3c1)CS(=O)(=O)C2
  0.7	-1	10	1	-0.2	-2	98	0.55	104	2
c1ccc2sc(NC3=NCN(Cc4ccc5c(c4)OCO5)CN3)nc2c1
  1.4	1	-4	-13	-0.3	-3	99	0.99	102	-2
Cc1c(C(=O)OC2CCCC2)[nH]c2c1C(=O)CC(c1ccco1)C2 (configuration not stated)
  0.0	-25	-2	-94	0.2	-8	97	4.3*	120	0
O=C(Nc1nnc(-c2ccccc2F)s1)C1CCCO1 (configuration not stated)
  -0.1	12	-3	91	-0.1	-5	141*	2.9	93	-54
O=c1[nH][nH]c(-c2ccccc2O)c1C(C[N+](=O)[O-])c1ccc(Cl)cc1Cl (configuration not stated)
  -0.3	-10	-4	-2	-0.2	-1	102	1.1	106	0
O=C(Nc1nc(-c2ccccc2)c(-c2ccccc2)o1)c1ccc(F)cc1
  -7.0	19	12	13	0.1	-1	94	0.73	88	7
COC(=O)c1cn(NC(=O)Cc2cccc(OC)c2)c(=O)c2ccccc12
  -0.6	-8	3	23	-0.1	0	99	1	105	1
CCOc1ccc(Nc2nc(Cc3nnc(SCC(=O)NCc4ccco4)n3CC)cs2)cc1
  0.6	3	-2	13	0.0	-4	99	1.1	101	1
CN1CCN(c2nc(-c3cc4ccccc4o3)cs2)CC1
  .	-8	-6	109	0.0	7	129*	2.8	106	-33
COc1cccc(N2C(=O)C3CCCN3C2c2ccc(F)cc2)c1 (configuration not stated)
  -2.0	4	5	5	-0.3	-1	106	1	102	-7

Source: PubChem BioAssay
